KAT2A inh = qHTS Assay for Inhibitors of GCN5L2. Histone acetyltransferase KAT2A (Homo sapiens), Q92830. GCN5L2 HAT assay, ThioGlo1 CoA-SH fluorescence. Potency, µM (titrated, usually from 58.9 µM), for the others: at the highest dose activity change, negative = inhibition, hits mostly inhibitors. actives 0.21% (n = 390,000). AID 504327, 2011
Target sequence (Q92830 whole entry, looked up): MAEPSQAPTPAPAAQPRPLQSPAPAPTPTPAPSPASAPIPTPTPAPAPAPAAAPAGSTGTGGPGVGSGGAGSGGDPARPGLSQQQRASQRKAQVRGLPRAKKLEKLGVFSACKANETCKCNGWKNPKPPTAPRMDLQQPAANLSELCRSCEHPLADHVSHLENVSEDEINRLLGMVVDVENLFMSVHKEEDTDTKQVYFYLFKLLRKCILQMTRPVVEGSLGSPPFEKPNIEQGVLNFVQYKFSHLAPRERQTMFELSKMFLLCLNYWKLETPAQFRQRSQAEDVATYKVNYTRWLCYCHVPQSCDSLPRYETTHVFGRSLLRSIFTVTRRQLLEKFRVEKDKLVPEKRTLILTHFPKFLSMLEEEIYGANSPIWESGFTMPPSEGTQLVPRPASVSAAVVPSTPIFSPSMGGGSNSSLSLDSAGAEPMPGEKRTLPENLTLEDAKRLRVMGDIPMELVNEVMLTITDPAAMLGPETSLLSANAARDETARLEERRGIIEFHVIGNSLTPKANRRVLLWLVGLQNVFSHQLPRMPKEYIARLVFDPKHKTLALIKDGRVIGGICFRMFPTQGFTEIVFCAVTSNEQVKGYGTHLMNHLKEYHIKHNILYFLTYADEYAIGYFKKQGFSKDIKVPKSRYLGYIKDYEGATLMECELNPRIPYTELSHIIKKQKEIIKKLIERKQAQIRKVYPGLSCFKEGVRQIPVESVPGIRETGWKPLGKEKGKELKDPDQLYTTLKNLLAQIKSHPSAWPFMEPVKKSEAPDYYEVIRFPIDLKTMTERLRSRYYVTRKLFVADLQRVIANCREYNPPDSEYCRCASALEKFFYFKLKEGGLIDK
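GCN5L2 (20 nM) in 50mM HEPES pH 7.5, 0.1mM EDTA, 0.01% Tween-20 preincubated 15 min with compounds at room temperature. Reaction started with H3(1-25) 75uM, acetyl-CoA 70uM, ThioGlo1 50uM; CoA-thiol fluorescence (Ex340/Em540) read at 0 and 20 min.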
N370S GC mod = qHTS Assay for Inhibitors and Activators of N370S glucocerebrosidase as a Potential Chaperone Treatment of Gaucher Disease. Lysosomal acid glucosylceramidase (Homo sapiens), P04062. N370S GC spleen homogenate, 4MU-glucoside fluorescence. Potency, µM (titrated, usually from 59.4 µM), for inactives: at the top dose activity change, negative = inhibition, hits mostly inhibitors. actives 0.092% (n = 330,000). AID 2101, 2009;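 note: 0% = full enzyme activity and -100% = no enzyme basal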
FEN1 inh = qHTS Assay for the Inhibitors of Human Flap endonuclease 1 (FEN1). P39748. Recombinant FEN1 flap cleavage, fluorescence, 15 min. Potency, µM (doses to about 114 µM), for inactives: top-dose activity change, negative = inhibition, hits mostly inhibitors. actives 0.35% (n = 390,000). AID 588795, 2011; note: nearly all actives have a fitted effect of over 65% in size
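Read-out was taken twice, immediately and after 15 min, following addition of 50 nM substrate to 10 nM FEN1 that had sat with test compound for 15 min at room temperature. Curves came from a four-parameter Hill model.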
* hit, by the source's call. Calls come from the whole dose curve; as a rule, active = well fitted curve in the direction sought with a large enough effect; inconclusive = small, poorly fitted or top-dose-only effect, or another doubt; inactive = no such curve, though single readings can be large; an effect the other way counts as inactive or inconclusive. Unless noted, % is set by controls: 0 for no effect and ±100 for the full control effect; potency is the fitted concentration of half-maximal effect. Some of the compounds tested. The share of hits here may be higher or lower than overall.

Cn1c(=O)c2c(nc(-c3ccccc3)n2C)n(Cc2ccccc2)c1=O was read as KAT2A inh -3%, N370S GC mod inconclusive and FEN1 inh 0%.
For CC(C)(C)c1ccc(-c2noc(CCC(=O)Nc3cccnc3)n2)cc1 the results were KAT2A inh -1%, N370S GC mod -14% and FEN1 inh -15%.
COc1ccc(NC(=O)CCNC(=O)Cn2ccc3ccccc3c2=O)c(OC)c1 was read as KAT2A inh -3%, N370S GC mod 5% and FEN1 inh -5%.
For Cc1nnc(SCC(=O)Nc2cc(C(C)(C)C)nn2-c2ccccc2)s1 the results were KAT2A inh 2%, N370S GC mod -2% and FEN1 inh -12%.
CCn1c(SCC(=O)c2ccc(OC)cc2)nnc1C1CC1 was read as KAT2A inh inconclusive, N370S GC mod 0% and FEN1 inh -6%.
Nc1nnnn1CC(=O)N/N=C/C=C/c1ccccc1 was read as KAT2A inh -7%, N370S GC mod 7% and FEN1 inh 9%.
Screening CCOC(=O)c1sc(C)c2c(=O)n(CCCN3CCOCC3)cnc12 returned KAT2A inh -11%, N370S GC mod -1% and FEN1 inh 2%.
For CN(CCOc1ccc(Cl)cc1)C(=O)C1CCN(C(=O)c2ccc(Cl)cc2)CC1 the results were KAT2A inh -3%, N370S GC mod -10% and FEN1 inh 0%.
For NC(=O)CSc1nnc(SCc2ccc(F)cc2)s1 the results were KAT2A inh -4%, N370S GC mod -5% and FEN1 inh -7%.
`CCN(CC(=O)NCc1ccc(Cl)cc1)C(=O)CN1C(=O)NC(C)(c2ccccc2)C1=O` (stereo not drawn) gave KAT2A inh 0%, N370S GC mod -2% and FEN1 inh -8%.
For CCc1ccc(C2CC(=O)Nc3cc4c(cc32)OCO4)cc1 (stereo not drawn) the results were KAT2A inh -13% and FEN1 inh -12%.
`COc1ccc(C)cc1N(C)C(=O)c1sc2nc3n(c(=O)c2c1C)CCCCC3` gave KAT2A inh -25% and FEN1 inh -13%.

The list goes on; it opens with the two that closed the last part.
For CCc1ccc(C2CC(=O)Nc3cc4c(cc32)OCO4)cc1 (stereo not drawn) the results were KAT2A inh -13% and FEN1 inh -12%.
`COc1ccc(C)cc1N(C)C(=O)c1sc2nc3n(c(=O)c2c1C)CCCCC3` gave KAT2A inh -25% and FEN1 inh -13%.
Screening CC(C)CNc1cc(NC2CCCCC2)c2c3c(onc13)-c1ccccc1C2=O returned KAT2A inh 0% and FEN1 inh 7%.
CCN(CC)S(=O)(=O)c1ccc2c(c1)nc(CCC(=O)O)n2C was read as KAT2A inh -8%, N370S GC mod -1% and FEN1 inh -9%.
For Cc1cc(NC(=O)COC(=O)c2oc3c(ccc4ccccc43)c2C)no1 the results were KAT2A inh -5%, N370S GC mod 5% and FEN1 inh 0%.
COc1ccccc1OCCCOc1cccc(/C=C2\SC(=O)NC2=O)c1 was read as KAT2A inh inconclusive, N370S GC mod -7% and FEN1 inh -13%.
`Cc1cc(C)cc(-n2ccnc2SCC(=O)Nc2cccc3ccccc23)c1` gave KAT2A inh 3% and FEN1 inh -1%.
`O=C(/C=C/Nc1nccs1)C(F)(F)Cl` gave KAT2A inh -7%, N370S GC mod 4% and FEN1 inh 11%.
Screening CCOc1ccccc1NC(=O)Nc1cc(C(=O)NCc2ccc(C)cc2)ccc1N1CCCC1 returned KAT2A inh -12% and FEN1 inh 5%.
`Cc1nn(CCCC(=O)NCCCN2CCN(C)CC2)c(=O)c2c1sc1ccccc12` gave KAT2A inh 0%, N370S GC mod -2% and FEN1 inh 15%.
For COc1cccc(C(=O)NNC(=O)C(=O)N2CCCCC2)c1 the results were KAT2A inh 1%, N370S GC mod -2% and FEN1 inh 14%.
`COc1ccc(N2CCN(Cc3nc4c(c(=O)n(C)c(=O)n4C)n3Cc3cccc(C)c3)CC2)cc1` gave KAT2A inh 2%, N370S GC mod -3% and FEN1 inh 4%.
Screening COc1ccc([C@@H]2[C@@H]3C(=O)N(C(C)(C)C)C(=O)[C@@H]3[C@]3(C)C(=O)N(c4cccc(Br)c4)C(=O)N23)cc1 returned KAT2A inh -8%, N370S GC mod -9% and FEN1 inh inconclusive.
For O=C(N/N=C/C=C\c1ccccc1[N+](=O)[O-])c1cccnc1 the results were KAT2A inh -25%, N370S GC mod -16% and FEN1 inh 6%.

Of the compounds above, 2 contain fluorine:
For NC(=O)CSc1nnc(SCc2ccc(F)cc2)s1 the results were KAT2A inh -4%, N370S GC mod -5% and FEN1 inh -7%.
`O=C(/C=C/Nc1nccs1)C(F)(F)Cl` gave KAT2A inh -7%, N370S GC mod 4% and FEN1 inh 11%.

Following part
Screening COc1ccc(NC(=O)c2oc3ccccc3c2NC(=O)c2ccc3c(c2)OCO3)cc1 returned KAT2A inh -25%, N370S GC mod 11% and FEN1 inh 8%.
`CCN(Cc1ccccc1)C(=O)c1cc(-c2ccc(OC)c(OC)c2)nc2ccccc12` gave KAT2A inh -11%, N370S GC mod 1% and FEN1 inh -8%.
CCN(CC)C(=O)[C@H]1C[C@H](CC(=O)NC/C=C(\C)CCC=C(C)C)C(=O)N2CCc3c([nH]c4ccc(Cl)cc34)[C@]12C was read as KAT2A inh -14% and FEN1 inh -27%.
Screening N/C(=N\OC(=O)N1CCOCC1)c1ccc(Br)cc1 returned KAT2A inh -2%, N370S GC mod 18% and FEN1 inh 2%.
For COc1ccc(N2CC(C(=O)Nc3nnc(SCC(=O)NCc4ccco4)s3)CC2=O)cc1 (stereo not drawn) the results were KAT2A inh -30%, N370S GC mod -3% and FEN1 inh -17%.
`O=C(CNC(=O)C(c1ccccc1)c1ccccc1)N/N=C\c1ccc(C(=O)O)cc1` gave KAT2A inh -1%, N370S GC mod 0% and FEN1 inh -13%.
For COc1ccc(NC(=O)CN(C)CC(=O)NC2CCC(C)CC2)cc1 (stereo not drawn) the results were KAT2A inh -6% and FEN1 inh 1%.
COc1ccc(OCC(=O)N(Cc2ccco2)C2CCS(=O)(=O)C2)cc1 (stereo not drawn) was read as KAT2A inh -7%, N370S GC mod -4% and FEN1 inh 19%.
Screening CCCN(CC(=O)c1cc(C)n(C)c1C)S(=O)(=O)c1cccc(C(F)(F)F)c1 returned KAT2A inh -7%, N370S GC mod inconclusive and FEN1 inh -23%.
Screening Cc1ccc(-c2nc3ncccc3o2)cc1NC(=O)c1sc2ccccc2c1Cl returned KAT2A inh -6%, N370S GC mod 1% and FEN1 inh -1%.
`CCOC(=O)C1CCN(C(=O)CNC(=O)c2nn(-c3ccc(OC)cc3OC)c(=O)c3ccccc23)CC1` gave KAT2A inh -2%, N370S GC mod -2% and FEN1 inh 1%.
Cc1nc2ccccc2nc1OCc1cccc([N+](=O)[O-])c1 was read as KAT2A inh -8%, N370S GC mod 7% and FEN1 inh -1%.
Screening CC(C)CNC(=S)NNC(=O)c1ccc2c(c1)OCO2 returned KAT2A inh -2%, N370S GC mod inconclusive and FEN1 inh -1%.
CC(C)N(C(=O)CSc1nc2c([nH]1)c(=O)n(C)c(=O)n2C)c1ccccc1 was read as KAT2A inh -2%, N370S GC mod 1% and FEN1 inh 19%.
`COc1ccc(CCN2C(=O)CC(Cc3ccccc3)C2=O)cc1OC` (stereo not drawn) gave KAT2A inh 2%, N370S GC mod 3% and FEN1 inh 13%.
Screening Cc1ccc(S(=O)(=O)N2CCN(C(=O)COC(=O)c3ccccn3)CC2)c(C)c1 returned KAT2A inh -1%, N370S GC mod -5% and FEN1 inh 7%.
`CC1CCCC(NC(=O)c2ccc(COc3ccccc3)o2)C1C` (stereo not drawn) gave KAT2A inh inconclusive, N370S GC mod inconclusive and FEN1 inh -21%.
For O=C(NCCc1ccccc1)c1ccc2c(c1)N(Cc1ccccc1)C(=O)c1ccccc1S2=O (stereo not drawn) the results were KAT2A inh -9% and FEN1 inh -22%.
COc1ccc(OCC(O)CNC(=O)c2cccs2)cc1 (stereo not drawn) was read as KAT2A inh -27%, N370S GC mod 3% and FEN1 inh 9%.
Cc1nn2c(-c3ccccn3)ccnc2c1Br was read as KAT2A inh -3%, N370S GC mod 2% and FEN1 inh 2%.
Screening COc1ccc(S(=O)(=O)Nc2ccc3c(c2)C(=O)N([C@H](C)CO)C[C@H](C)[C@@H](CN(C)C(=O)Nc2ccc(C(F)(F)F)cc2)O3)cc1 returned KAT2A inh -8% and FEN1 inh 17%.
Screening Cc1ccccc1NC(=O)CCN1CCc2ccccc2C1 returned KAT2A inh -9%, N370S GC mod 18% and FEN1 inh 6%.
`COc1cc(/C=C/C(=O)O)cc(S(=O)(=O)N(C)CCO)c1OC` gave KAT2A inh 0%, N370S GC mod 2% and FEN1 inh -1%.
`CN(C)Cc1ccc(CNC(=O)COc2ccc3ccccc3c2)cc1` gave KAT2A inh -2%, N370S GC mod -3% and FEN1 inh -1%.

The closing two records of the section above lead into the next:
`COc1cc(/C=C/C(=O)O)cc(S(=O)(=O)N(C)CCO)c1OC` gave KAT2A inh 0%, N370S GC mod 2% and FEN1 inh -1%.
`CN(C)Cc1ccc(CNC(=O)COc2ccc3ccccc3c2)cc1` gave KAT2A inh -2%, N370S GC mod -3% and FEN1 inh -1%.
For Cn1c2ccccc2c(=O)c2cc(C#Cc3cccc(N)c3)ccc21 the results were KAT2A inh 3% and FEN1 inh -2%.
Screening Cc1cc(/C=N\O)c(C)n1-c1ccncc1 returned KAT2A inh 1%, N370S GC mod 3% and FEN1 inh 2%.
Screening CSc1ccccc1NC(=O)CN(C)S(=O)(=O)c1ccc(F)cc1 returned KAT2A inh 0%, N370S GC mod 4% and FEN1 inh 11%.
For Fc1ccc(OCCCCCCN2CCCC2)cc1 the results were KAT2A inh 1%, N370S GC mod 7% and FEN1 inh -14%.
Screening CCCN(C#N)c1nc(NCC)nc(NC(C)C)n1 returned KAT2A inh -5%, N370S GC mod 19% and FEN1 inh -3%.
O=C(O)c1cccc2c1C(=O)c1ccc(N3CCCCC3)cc1S2(=O)=O was read as KAT2A inh 2% and FEN1 inh -4%.
CCN(CC(=O)Nc1ccc(OC)cc1)C(=O)c1ccc(=O)n(Cc2ccccc2)n1 was read as KAT2A inh -5% and FEN1 inh -1%.
For CC(=O)Nc1ccc(S(=O)(=O)NC(C)C(=O)NCC(c2ccco2)N(C)C)cc1 (stereo not drawn) the results were KAT2A inh 0%, N370S GC mod 8% and FEN1 inh -12%.
Screening CN(C)CCNC(=O)c1onc(CSc2nc3ccccc3[nH]2)c1C(=O)NCCN(C)C returned KAT2A inh -6%, N370S GC mod 0% and FEN1 inh 0%.
CC1CCCCN1C(=O)CSc1nnc(-c2cccs2)o1 (stereo not drawn) was read as KAT2A inh -1%, N370S GC mod -4% and FEN1 inh -1%.
Screening Cn1c2ccccc2c2nnc(SCN3C(=O)c4ccccc4C3=O)nc21 returned KAT2A inh -7% and N370S GC mod -2%.
For COc1ccccc1N1CCN(S(=O)(=O)c2cccc(F)c2)CC1 the results were KAT2A inh 2%, N370S GC mod -7% and FEN1 inh 6%.
For O=C1CC(Sc2ccc(Cl)cc2)C(=O)N1c1ccc2c(c1)OCCO2 (stereo not drawn) the results were KAT2A inh -5%, N370S GC mod 2% and FEN1 inh 14%.
Cc1cccc(NC(=O)c2ccccc2C(=O)O)c1 was read as KAT2A inh 2%, N370S GC mod 2% and FEN1 inh -2%.
For NC(=O)C1CCN(C(=O)NC2CC(=O)N(c3ccc4c(c3)OCCO4)C2)CC1 (stereo not drawn) the results were KAT2A inh 0%, N370S GC mod -8% and FEN1 inh 3%.
For CCOC(=O)N1CCN(C(=O)c2ccc3c(=O)n(CCC4=CCCCC4)c(=O)[nH]c3c2)CC1 the results were KAT2A inh -4%, N370S GC mod 4% and FEN1 inh 0%.
Screening Cc1ccccc1NS(=O)(=O)c1c(C(=O)N2CCCCCC2)c(C)n(C)c1C returned KAT2A inh -8%, N370S GC mod -4% and FEN1 inh -3%.
For Cc1c(C(=O)N(C)CCOc2ccccc2)oc2c(Cl)cccc12 the results were KAT2A inh -9% and FEN1 inh -8%.
Screening Cc1ccc(CS(=O)(=O)CCC(=O)NCC2CCCO2)cc1 (stereo not drawn) returned KAT2A inh 0%, N370S GC mod 7% and FEN1 inh -1%.
CCOC(=O)CNC(=O)CSc1nc(C)cc(C)c1C#N was read as KAT2A inh 0%, N370S GC mod 5% and FEN1 inh -2%.
`Cc1cc(C(=O)OC(C(=O)Nc2ccc(C)c(Cl)c2)c2ccccc2)c(C)o1` (stereo not drawn) gave KAT2A inh -14%, N370S GC mod 28% and FEN1 inh -19%.
`CN(C)C(=O)c1ccc(COc2ccccc2Br)o1` gave KAT2A inh 2%, N370S GC mod 4% and FEN1 inh 2%.

From PubChem
